FadD28 binding = inhibitors of Mycobacterium tuberculosis FadD28 bisubstrate binding; FadD28 bisubstrate probe binding, fluorescence polarization; inhibition, % at 12.5 µM; actives 0.22% (n = 360,000); AID 588549; in the data active = inhibition above about 8.5%, passing the limit was not always enough; inconclusive = no clear call, values can overlap the other calls
Anthrax LF inh2 = blocks Bacillus anthracis lethal factor protease; inhibition, % at 10 µM; AID 588501; multiplex microsphere protease cleavage assay, LF; actives 0.12% (n = 360,000); P15917; also: plate controls were buffer without enzyme for full effect and enzyme alone for no effect
Target sequence (P15917 whole entry, looked up): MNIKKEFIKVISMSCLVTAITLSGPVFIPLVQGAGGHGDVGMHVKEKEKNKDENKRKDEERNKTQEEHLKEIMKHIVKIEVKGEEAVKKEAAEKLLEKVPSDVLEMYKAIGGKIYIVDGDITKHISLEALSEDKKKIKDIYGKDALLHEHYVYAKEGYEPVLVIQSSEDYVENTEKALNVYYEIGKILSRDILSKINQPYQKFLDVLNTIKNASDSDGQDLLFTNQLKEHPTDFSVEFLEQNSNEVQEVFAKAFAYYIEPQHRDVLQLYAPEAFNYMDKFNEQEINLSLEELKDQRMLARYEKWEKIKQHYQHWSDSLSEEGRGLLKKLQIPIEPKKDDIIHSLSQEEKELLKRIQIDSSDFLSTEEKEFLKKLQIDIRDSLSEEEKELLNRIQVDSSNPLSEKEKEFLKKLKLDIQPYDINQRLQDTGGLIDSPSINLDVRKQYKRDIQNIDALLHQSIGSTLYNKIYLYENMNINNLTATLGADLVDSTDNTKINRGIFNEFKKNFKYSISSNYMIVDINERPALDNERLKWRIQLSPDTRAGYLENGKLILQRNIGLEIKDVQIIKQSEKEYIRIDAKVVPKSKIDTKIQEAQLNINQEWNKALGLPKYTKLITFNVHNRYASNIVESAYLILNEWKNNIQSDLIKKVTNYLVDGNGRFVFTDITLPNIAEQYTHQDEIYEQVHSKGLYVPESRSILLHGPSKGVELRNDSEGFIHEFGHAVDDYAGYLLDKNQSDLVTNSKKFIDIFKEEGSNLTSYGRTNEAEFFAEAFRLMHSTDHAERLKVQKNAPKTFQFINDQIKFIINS
BoNT-A LC inh2 = inhibitors of Botulinum neurotoxin A light chain protease. inhibition, % at 10 µM. multiplex microsphere protease substrate cleavage, flow cytometry. actives 0.17% (n = 360,000); also: plate controls were buffer without enzyme for full effect and enzyme alone for no effect
PfHsp40 rescue = rescue of PfHsp40-mediated yeast toxicity. actives 0.68% (n = 340,000). S. cerevisiae expressing PfHsp40, growth rescue, ATP luminescence. growth rescue, % at 12.5 µM. AID 504582; in the data active = growth rescue above about 28%, passing the limit was not always enough; inconclusive = no clear call, values can overlap the other calls;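 also: yeast W303a lacking pdr1 and pdr3 grown in galactose medium; growth measured after three days at 30 °C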
UGM FP inh = blocks M. tuberculosis UGM enzyme; P9WIQ1; purified UGM, fluorescence polarization probe displacement; inhibition, % at 10 µM; actives 0.06% (n = 320,000); AID 504406; in the data active = inhibition above about 10%, passing the limit was not always enough; inconclusive = no clear call, values can overlap the other calls
GDH-TPI inh = inhibits GDH-TPI coupling enzymes, artifact for Mtb FBA screen; GDH-TPI coupled enzyme counterscreen, NADH absorbance; inhibition, % at 4.8 µM; actives 1.2% (n = 360,000); AID 588335; in the data active = inhibition above about 30%;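 also: 0% = DMSO wells and 100% = wells lacking the enzyme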
FBA Mtb inh = inhibitors of M. tuberculosis fructose-bisphosphate aldolase | purified M. tuberculosis FBA, fluorescence read-out | inhibition, % at 1 µM | actives 2.3% (n = 360,000) | AID 588726; in the data active = inhibition above about 27%;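 also: 0% = vehicle and 100% = reference inhibitor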
BioA inh = blocks M. tuberculosis BioA enzyme activity. purified M. tuberculosis BioA enzyme, plate reader. inhibition, % at 9.99 µM. actives 0.096% (n = 360,000). AID 602481; in the data active = inhibition above about 40%; inconclusive = no clear call, values can overlap the other calls
BoNT F protease = inhibitors of Botulinum neurotoxin F light chain protease | Multiplex microsphere protease cleavage assay, flow cytometry | inhibition, % at 10 µM | actives 0.22% (n = 360,000); in the data active = inhibition above about 35%, passing the limit was not always enough; inconclusive = no clear call, values can overlap the other calls; also: plate controls were buffer without enzyme for full effect and enzyme alone for no effect
* marks the source's active call; other numbers are inactive results; ? = inconclusive; . = not tested or not shown; & = joins results of further samples. Rule as the data show it, unless noted: active = inhibition above about 30%; inconclusive = no clear call, values can overlap the other calls; inactive = below that. No enrichment for hits; 4.7% or so of the library scored in one or more.

cpd | SMILES | FadD28 binding | Anthrax LF inh2 | BoNT-A LC inh2 | PfHsp40 rescue | UGM FP inh
1 | CN(C)S(=O)(=O)c1ccc(N2CCCC2)c(C(=O)Nc2ccccc2)c1 | -1.3 | 0 | 2.1 | 0.4 | 0.7
2 | Cc1ccc(CNc2ccc3c(c2)ncn3C)cc1 | -0.4 | -3 | -1.9 | -1.8 | 0.0
3 | Cc1ccc(/C=C/C(=O)NCc2ccncc2)cc1 | -2.4 | 3 | 2.0 | -0.3 | 0.6
4 | COc1ccccc1C(=O)COC(=O)c1cccc(S(=O)(=O)N2CCCC2)c1 | -1.3 | -1 | 1.2 | -0.2 | -2.6
5 | COc1ccc(Cn2c(=O)[nH]c3cc(C(=O)NCCCN4CCCC4=O)ccc3c2=O)cc1 | -4.6 | -3 | -0.4 | -0.3 | 0.9
6 | CCCCCCC1CC(=O)NC(=O)N1 (configuration not stated) | -3.8 | 1 | ? | -1.3 | 0.2
7 | Nc1cccc(NP(=O)(c2ccccc2)c2ccccc2)c1 | -2.2 | -14 | -1.2 | 0.9 | -0.8
8 | C[C@H](CO)N1C[C@H](C)[C@@H](CN(C)C(=O)CN2CCOCC2)Oc2cc(Br)ccc2S1(=O)=O | -1.8 | -1 | -0.2 | . | .
9 | CNC(=O)OCc1n(C)cc[n+]1C | -3.4 | -2 | -0.1 | -0.3 | 1.3
10 | CC(=O)Nc1cccc(C(=O)OCC(=O)N2CCC(c3ccccc3)=N2)c1 | -3.2 | . | . | 1.2 | -3.2
11 | CC/C(C)=N/NS(=O)(=O)c1ccc(C)c([N+](=O)[O-])c1 | -0.5 | 2 | -1.0 | 0.0 | -1.4
12 | Cc1cc(C)cc(N(CC(=O)NC2CCCCC2)C(=O)CCCC(=O)Nc2ccccn2)c1 | -1.9 | -2 | -2.3 | -0.6 | -2.0

cpd | GDH-TPI inh | FBA Mtb inh | BioA inh | BoNT F protease
1 | 8 | 2 | -1.9 | 4
2 | 9 | 11 | 1.9 | -21
3 | -7 | 1 | -0.1 | -2
4 | -6 | -1 | 0.1 | 6
5 | 5 | -4 | -2.1 | 14
6 | -2 | 0 | . | ?
7 | 6 | 1 | . | -16
8 | -7 | 3 | -0.7&-4.9 | 0
9 | -5 | 0 | . | -7
10 | -1 | 0 | 0.2 | .
11 | 5 | 1 | -2.4 | -1
12 | -2 | -3 | -0.4 | -4

Going on with the list.
cpd | SMILES | FadD28 binding | Anthrax LF inh2 | BoNT-A LC inh2 | PfHsp40 rescue | UGM FP inh
13 | c1ccc(CCc2nn3c(Cn4cnc5ccccc54)nnc3s2)cc1 | -4.2 | 1 | -0.1 | 1.0 | 0.6
14 | Cc1oc(-c2cccs2)nc1CN1CCC(c2ccccc2)CC1 | -2.3 | -9 | 0.3 | -0.9 | -3.8
15 | COc1ccc(OC)c(NC(=O)CSc2ncnc3sc(C)cc23)c1 | 14* | -7 | 0.3 | -1.6 | .
16 | O=C(O)[C@H]1CCCC[C@H]1C(=O)NCCc1ccccc1 | 0.6 | 0 | 0.1 | -1.1 | 2.0
17 | Cc1ccc(CN2CC(C(=O)N(Cc3nnc(-c4ccccc4Cl)o3)C3CC3)CC2=O)cc1 (configuration not stated) | -3.4 | 1 | 1.3 | 561* | 1.4
18 | O=C(CN(Cc1ccc(F)cc1)C(=O)c1ccco1)NCc1ccc(F)cc1 | -1.8 | -1 | 1.5 | 0.0 | -1.5
19 | NS(=O)(=O)c1ccc(NC(=S)NC(=O)c2cccnc2)cc1 | -0.9 | -11 | -0.9 | -0.5 | -1.2
20 | CCOc1ncccc1C(=O)Nc1cccc(C(=O)Nc2cccc(S(=O)(=O)CCO)c2)c1 | -7.1 | 2 | 0.3 | -0.3 | -2.2
21 | Cc1ccccc1CC(=O)c1ccc(O)c(C)c1O | -2.7 | 4 | -0.5 | . | -2.1
22 | Cc1noc2ncnc(Oc3ccccc3)c12 | -4.1 | 0 | -0.1 | 0.1 | -3.0
23 | N#C/C(=C\Nc1ccccc1O)c1nc2ccccc2o1 | -0.2 | -2 | -0.1 | 452* | 3.1
24 | CN(C)/C=C(\C(=O)c1ccccc1)c1nnnn1-c1ccc(F)cc1 | -1.0 | -9 | 0.2 | -0.3 | -0.5

cpd | GDH-TPI inh | FBA Mtb inh | BioA inh | BoNT F protease
13 | -6 | -3 | . | -5
14 | 0 | 2 | 1.8 | -10
15 | 9 | 0 | -0.2 | -1
16 | -5 | 2 | . | 6
17 | 9 | -1 | 3.0 | -2
18 | 0 | 2 | -0.4 | 2
19 | 9 | -1 | . | -8
20 | -11 | 1 | . | -1
21 | 25 | -3 | . | 0
22 | -4 | -1 | 3.2 | -4
23 | 33* | -1 | -2.0 | -9
24 | 21 | -1 | . | 6

More structures.
cpd | SMILES | FadD28 binding | Anthrax LF inh2 | BoNT-A LC inh2 | PfHsp40 rescue | UGM FP inh
25 | O=C(CCNC(=O)c1ccccc1Cl)Nc1ccncc1 | 0.2 | -1 | -0.9 | 0.8 | -1.1
26 | O=C(CNc1cccc2ccccc12)N/N=C/c1ccccn1 | -1.2 | . | . | . | 1.9
27 | CCOC(=O)COn1c(=O)c(-c2cccs2)[n+]([O-])c2ccccc21 | -2.0 | 0 | 12 | -1.9 | -3.1
28 | COc1ccc(CC(=O)Nc2c3c(nn2-c2cccc(Cl)c2)CS(=O)C3)cc1 (configuration not stated) | -1.0 | -3 | 0.4 | -0.2 | -0.5
29 | CCc1noc(C)c1C(=O)N1CCN(S(=O)(=O)c2ccc(C)cc2)CC1 | 1.8 | . | . | 1.1 | -2.2
30 | Cc1cc(OCC(=O)OCC(=O)N2CCCc3ccccc32)ccc1Cl | -4.0 | -3 | 0.0 | . | .

cpd | GDH-TPI inh | FBA Mtb inh | BioA inh | BoNT F protease
25 | 6 | 4 | -0.9 | -5
26 | 9 | 3 | -0.4 | .
27 | 8 | 10 | -1.0 | -22
28 | -1 | -2 | -1.9 | 12
29 | -2 | 4 | -3.8 | .
30 | 4 | -5 | -1.5 | 5

Already shown: an excerpt of the list.
cpd | SMILES | FadD28 binding | Anthrax LF inh2 | BoNT-A LC inh2 | PfHsp40 rescue | UGM FP inh
17 | Cc1ccc(CN2CC(C(=O)N(Cc3nnc(-c4ccccc4Cl)o3)C3CC3)CC2=O)cc1 (configuration not stated) | -3.4 | 1 | 1.3 | 561* | 1.4
18 | O=C(CN(Cc1ccc(F)cc1)C(=O)c1ccco1)NCc1ccc(F)cc1 | -1.8 | -1 | 1.5 | 0.0 | -1.5
19 | NS(=O)(=O)c1ccc(NC(=S)NC(=O)c2cccnc2)cc1 | -0.9 | -11 | -0.9 | -0.5 | -1.2
20 | CCOc1ncccc1C(=O)Nc1cccc(C(=O)Nc2cccc(S(=O)(=O)CCO)c2)c1 | -7.1 | 2 | 0.3 | -0.3 | -2.2
21 | Cc1ccccc1CC(=O)c1ccc(O)c(C)c1O | -2.7 | 4 | -0.5 | . | -2.1
22 | Cc1noc2ncnc(Oc3ccccc3)c12 | -4.1 | 0 | -0.1 | 0.1 | -3.0
23 | N#C/C(=C\Nc1ccccc1O)c1nc2ccccc2o1 | -0.2 | -2 | -0.1 | 452* | 3.1
24 | CN(C)/C=C(\C(=O)c1ccccc1)c1nnnn1-c1ccc(F)cc1 | -1.0 | -9 | 0.2 | -0.3 | -0.5
25 | O=C(CCNC(=O)c1ccccc1Cl)Nc1ccncc1 | 0.2 | -1 | -0.9 | 0.8 | -1.1
26 | O=C(CNc1cccc2ccccc12)N/N=C/c1ccccn1 | -1.2 | . | . | . | 1.9
27 | CCOC(=O)COn1c(=O)c(-c2cccs2)[n+]([O-])c2ccccc21 | -2.0 | 0 | 12 | -1.9 | -3.1
28 | COc1ccc(CC(=O)Nc2c3c(nn2-c2cccc(Cl)c2)CS(=O)C3)cc1 (configuration not stated) | -1.0 | -3 | 0.4 | -0.2 | -0.5
29 | CCc1noc(C)c1C(=O)N1CCN(S(=O)(=O)c2ccc(C)cc2)CC1 | 1.8 | . | . | 1.1 | -2.2

cpd | GDH-TPI inh | FBA Mtb inh | BioA inh | BoNT F protease
17 | 9 | -1 | 3.0 | -2
18 | 0 | 2 | -0.4 | 2
19 | 9 | -1 | . | -8
20 | -11 | 1 | . | -1
21 | 25 | -3 | . | 0
22 | -4 | -1 | 3.2 | -4
23 | 33* | -1 | -2.0 | -9
24 | 21 | -1 | . | 6
25 | 6 | 4 | -0.9 | -5
26 | 9 | 3 | -0.4 | .
27 | 8 | 10 | -1.0 | -22
28 | -1 | -2 | -1.9 | 12
29 | -2 | 4 | -3.8 | .
